Platelet DG rel – modulates dense granule release in human platelets; human platelet-rich plasma, SFLLRN dense granule ATP release, luminescence; inhibition, %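 (compounds screened at 7.5 µM in platelet-rich plasma)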; 0.22% of 300,000 active; AID 1663;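 active = mean replicate score, as percent of positive control, at or above 50; inconclusive = mean below 50 but at least one replicate at or above 50; inactive = mean and every replicate below 50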
DYRK1A inh – inhibitors of rat Dyrk1A kinase; ADP-Glo luminescence, NFATc1 peptide; inhibition, % at 12.5 µM; 0.43% of 310,000 active; in the data active = inhibition above about 50%;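 also: plate controls were vehicle with enzyme for no effect and no enzyme for full effect; many of its hits are not listed in these tables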
GSK3 alpha inh – human GSK-3 alpha kinase inhibition; AID 2650; P49840; ADP-Glo luminescence, 60 min; 0.1% of 320,000 active; inhibition, % at 10 µM;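 in the data active = inhibition above about 50%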;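 also: GST-tagged GSK-3 alpha with peptide substrate and 25 µM ATP; 0% = DMSO neutral wells and 100% = GW8510 positive control wells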
Target sequence (P49840 whole entry, looked up): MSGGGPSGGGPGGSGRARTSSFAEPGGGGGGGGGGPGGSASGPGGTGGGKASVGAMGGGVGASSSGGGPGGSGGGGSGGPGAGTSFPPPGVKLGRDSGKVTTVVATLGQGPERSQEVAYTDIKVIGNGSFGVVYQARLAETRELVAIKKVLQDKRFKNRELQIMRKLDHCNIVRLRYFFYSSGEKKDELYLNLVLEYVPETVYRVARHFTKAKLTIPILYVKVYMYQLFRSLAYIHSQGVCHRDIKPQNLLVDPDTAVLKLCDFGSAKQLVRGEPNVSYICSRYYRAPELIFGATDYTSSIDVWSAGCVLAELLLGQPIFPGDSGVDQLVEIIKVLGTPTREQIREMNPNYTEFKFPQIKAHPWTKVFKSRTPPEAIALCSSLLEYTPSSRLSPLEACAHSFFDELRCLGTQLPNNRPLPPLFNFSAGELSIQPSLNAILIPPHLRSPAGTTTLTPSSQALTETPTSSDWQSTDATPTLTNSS
PolyA inh – blocks polyadenylation in yeast reporter cells; 0.02% of 300,000 active; calls only at 12 µM; S. cerevisiae SKY197-pL101 polyadenylation reporter, beta-gal luminescence; efflux-impaired pdr1/pdr3 knockout yeast; score 100 = 6 SD above DMSO;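 active = lowest replicate activity score at least 50, where 100 means six control SD above control mean; inconclusive = lowest score under 50 but half or more replicates reach 50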;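 also: yeast exposed to compound for 9 h at 30 °C; higher score means more reporter readthrough which indicates perturbed polyadenylation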
HSF1 activator – increases HSF-1 driven luciferase reporter signal | NIH3T3-HGL HSF-1 luciferase reporter, MG132, 8 h; 100% = twice DMSO control signal | activation, % at 9 µM | 1.7% of 300,000 active;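 active = mean replicate activation of at least 50% with a set share of replicates each reaching 50%; inconclusive = only one of those two conditions met; inactive = mean below 50% and too few replicates reaching it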;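 also: 0% = median of the neutral control wells and 100% = twice that signal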
HSP90 inh – inhibitors of HSP90 luciferase refolding in rabbit reticulocyte lysate. inhibition, % at 5.6 µM. luciferase refolding luminescence, 3 h. 0.91% of 290,000 active;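 active = inhibition above the screen-wide mean plus 3 SD, computed separately per campaign, cut at about 16% in these data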;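 also: 0% = DMSO wells and 100% = 60 µM geldanamycin wells; inhibitors lower the luminescence because luciferase stays unfolded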
AI-2 QS mod – modulates the Vibrio harveyi AI-2 quorum sensing system | 0.4% of 300,000 active | Vibrio harveyi JMH597 AI-2 luminescence/OD600 ratio, 9 h; hits give low values; strain lacks LuxN and CqsS sensors; 0 = neutral-control median | activity change, % at 7.5 µM; in the data active = activity change below about -75%, passing the limit was not always enough; inconclusive = no clear call, values can overlap the other calls;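 also: luminescence divided by OD600 gain over 9 h not by final OD600 alone; inactives centre near 13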
HDAC3 inhib – blocks human histone deacetylase 3. inhibition, % at 8.3 µM. O15379. recombinant HDAC3, fluorogenic peptide/trypsin coupled, fluorescence. 0.15% of 320,000 active; in the data active = inhibition above about 26%, passing the limit was not always enough; inconclusive = no clear call, values can overlap the other calls
HSF1 inhib – HSF1 inhibition | NIH3T3-HGL HSE-luciferase, MG132-induced, luminescence 8 h; hits give low values | activity change, negative = inhibition, % at 7.5 µM (by protocol) | 0.77% of 300,000 active;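 active = more than half of replicate wells show activity change below -50%, luminescence cut by over half; inconclusive = some wells, but at most half, below -50%; inactive = no replicate well below -50%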;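 also: luciferase reports HSF-1 transcriptional activity via heat shock element; 0% = median of DMSO wells and -100% = zero luminescence signal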
GSK3B inh – blocks human GSK3beta kinase activity. GST-GSK3beta kinase, ADP-Glo luminescence, 60 min; hits give low values. activity score (negative = inhibition), % at 10 µM. AID 2097. 0.038% of 300,000 active;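 active = more than half of replicate wells score below -50%, meaning over 50% inhibition versus plate controls; inconclusive = some replicates but at most half score below -50%; inactive = no replicate scores below -50%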;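 also: 0% = median DMSO wells and -100% = median GW8510 positive control wells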
Target sequence (P49841 whole entry, looked up): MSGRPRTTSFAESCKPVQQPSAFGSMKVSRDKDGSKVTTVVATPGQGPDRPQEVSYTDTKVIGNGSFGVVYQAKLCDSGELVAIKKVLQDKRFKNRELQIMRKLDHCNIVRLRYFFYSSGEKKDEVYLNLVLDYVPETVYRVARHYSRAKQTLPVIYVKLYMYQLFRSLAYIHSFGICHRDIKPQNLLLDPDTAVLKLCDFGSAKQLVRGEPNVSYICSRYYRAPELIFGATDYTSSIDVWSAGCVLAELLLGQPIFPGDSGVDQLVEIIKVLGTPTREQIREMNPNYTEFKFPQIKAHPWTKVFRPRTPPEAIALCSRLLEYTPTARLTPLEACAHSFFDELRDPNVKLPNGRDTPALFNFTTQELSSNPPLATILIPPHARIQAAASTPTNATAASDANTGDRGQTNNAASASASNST
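Assay system: GST-fused GSK3beta enzyme, cell-free / Medium: Tris pH 7.5 buffer with MgCl2, DTT, BSA, heparin / Also added: peptide substrate plus 25 µM ATP (final) / Compound: 10 µM single point / Timing: kinase reaction with compound 60 min at room temperature / Detection: ADP-Glo luminescence / Benchmarks: DMSO neutral wells and GW8510 at 20 µM as positive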
Active calls of the source: *; i = inactive; u = inconclusive; x = no result given. This is a subset. The share of hits here may be higher or lower than overall.

Platelet DG rel	DYRK1A inh	GSK3 alpha inh	PolyA inh	HSF1 activator	HSP90 inh	AI-2 QS mod	HDAC3 inhib	HSF1 inhib	GSK3B inh	Molecule
-4	-1	-1	i	49	14	22	1	12	5	O=C(NCCOc1ccccc1F)c1cc(F)c(F)cc1Cl
0	x	-1	i	-14	1	5	2	-6	0	Nc1ccc(Sc2ccccc2CC(=O)O)cc1
-2	3	-1	i	9	-1	x	-3	8	x	Cc1cc2ncc(-c3cccc(Cl)c3)cn2n1
-9	-4	-2	i	7	x	16	-1	-1	1	O=C(NCCc1nc(-c2ccccc2Cl)no1)C1CCCCC1
-2	-4	0	i	3	-2	7	-4	5	0	COCC(=O)N/N=C\c1ccc(OC/C=C/c2ccccc2)c(OC)c1
1	-5	x	i	11	-4	10	x	1	1	COc1cccc(NC(=O)CSc2nnnn2C2CCCCC2)c1
-6	4	1	i	17	-5	25	3	0	x	O=C(/C=C/c1ccco1)N(Cc1cccc(F)c1)C1CCS(=O)(=O)C1 (centres undefined)
2	-14	x	i	-4	4	22	x	-3	-1	CCOC(=O)N/N=C(\C)c1ccccc1OC(F)F
-4	25	2	i	3	5	-5	3	1	4	O=c1[nH]cnc2sc3c(c12)CCC3
12	6	-1	i	20	3	25	-4	20	-1	O=C(/C=C/c1ccc(S(=O)(=O)NCc2ccco2)cc1)NCc1cccc(Cl)c1
0	-1	-2	i	15	-2	21	7	1	5	NC(=S)NN=C1c2cc(OCCN3CCOCC3)ccc2-c2ccc(OCCN3CCOCC3)cc21
1	0	-1	i	11	-3	23	-2	4	0	O=C(COc1ccc2c3c(c(=O)oc2c1)CCC3)Nc1ccc(CCO)cc1
-4	5	3	i	u	-2	5	8	28	0	CN(c1cccc(NC(=O)CN(c2cccc(Cl)c2)S(=O)(=O)c2ccc(Cl)cc2)c1)S(C)(=O)=O
-5	-9	-2	i	-3	-2	14	1	3	-1	COC(=O)C1=C(NC(=O)C(C)(C)C)CCS1
3	4	-3	i	52*	-8	11	-5	27	-2	Cc1cc(C)n2nc(-c3ccc(Br)cc3)cc2n1
-1	-2	-3	i	-1	0	18	-28	0	1	Cc1cc(C)n2nc(NCc3ccccc3)nc2n1
1	-1	-1	i	0	1	10	-2	-7	1	O=C(Nc1ccccc1C(F)(F)F)N1CCC(N2CCCCC2)CC1
0	3	2	i	9	5	22	1	-3	0	N#Cc1cc2c(nc1SCc1ccccc1)CCC2
-1	-3	-1	i	-16	x	16	-3	0	2	CN1CCN(c2ccc(S(=O)(=O)N3CCCCC3)cc2NC(=O)COc2ccc([N+](=O)[O-])cc2)CC1
0	x	1	i	9	-2	30	-2	3	0	COc1cc(NC(=O)c2cc(-c3ccc(C)cc3)on2)cc(OC)c1OC
30	-3	-1	i	24	-2	9	0	8	4	O=C(NCc1ccccn1)Nc1ccccc1Cl
1	-1	-4	i	-14	-1	-2	5	-7	1	O=C(NCCN1CCOCC1)c1c(F)c(F)c(F)c(F)c1F
-14	1	-4	i	4	-1	23	13	3	1	COc1cc(C(=O)NCC(=O)N/N=C(\C)Cc2ccccc2)cc(OC)c1OC
-5	-4	x	i	-3	0	9	0	-1	-3	Cc1ccc(C)c(NC(=O)CSc2nnc([C@@H](N)Cc3ccccc3)o2)c1

Nothing new here: an excerpt of the list.
Platelet DG rel	DYRK1A inh	GSK3 alpha inh	PolyA inh	HSF1 activator	HSP90 inh	AI-2 QS mod	HDAC3 inhib	HSF1 inhib	GSK3B inh	Molecule
-14	1	-4	i	4	-1	23	13	3	1	COc1cc(C(=O)NCC(=O)N/N=C(\C)Cc2ccccc2)cc(OC)c1OC
-5	-4	x	i	-3	0	9	0	-1	-3	Cc1ccc(C)c(NC(=O)CSc2nnc([C@@H](N)Cc3ccccc3)o2)c1

The list continues.
Platelet DG rel	DYRK1A inh	GSK3 alpha inh	PolyA inh	HSF1 activator	HSP90 inh	AI-2 QS mod	HDAC3 inhib	HSF1 inhib	GSK3B inh	Molecule
-3	-1	-2	i	6	3	-7	-4	2	0	COc1ccc(C(O)P(=O)(OCCC(C)C)c2ccc(N(C)C)cc2)cc1 (centres undefined)
3	0	x	i	-2	-3	15	x	-7	-6	Cc1ccc2c(c1)N(S(=O)(=O)c1ccc3c(c1)NC(=O)CC(=O)N3)CCO2
5	x	-5	i	15	4	22	5	-8	1	COc1cc(OC)c(C2N(C)c3ccccc3N2C)cc1OC
-3	11	-1	i	-40	0	23	-1	-25	0	CC1=CC2=NC(=O)/C(=C\c3cc(C)n(-c4ccccc4F)c3C)C(=N)N2O1
-12	0	1	i	39	1	17	6	25	3	COc1ccc(-n2c(SCc3ccc([N+](=O)[O-])cc3)nnc2-c2ccccc2)cc1
-1	0	-1	i	-69	-3	15	-2	-58*	2	COc1ccc(N2CCN(C(=O)Cc3ccc(-n4c(=O)[nH]c5ccccc5c4=O)cc3)CC2)cc1
-6	-2	-1	i	11	0	12	3	-7	-7	CCn1ncc(CNC(=O)C2(C)CC2(Br)Br)c1C (centres undefined)
1	x	-2	i	-3	4	12	1	-7	1	Cc1c(NC(=O)CC2NC(=O)NC2=O)c(=O)n(-c2ccccc2)n1C (centres undefined)
7	1	4	i	1	-1	11	-2	-3	0	Cc1cccc(NC(=O)CSc2nncn2-c2ccccn2)c1
-1	0	-2	i	8	-2	7	7	2	-2	COC(=O)C(=NNc1c(C)n(C)n(-c2ccccc2)c1=O)C(=O)OC
-1	-1	0	i	12	4	11	5	5	0	Cc1nnc(SCC(=O)NC(=O)NCc2ccco2)s1
2	0	-3	i	-7	3	0	-4	0	-3	Cc1ccccc1CNC(=O)C(=O)NCC1OCCCN1S(=O)(=O)c1cccs1 (centres undefined)
11	-10	3	i	12	16*	13	-8	3	6	Cc1cc(NC(c2cccnc2)c2c(C)[nH]c3ccccc23)no1 (centres undefined)
-1	x	0	i	23	-3	1	-2	-1	-2	O=[N+]([O-])c1ccc(N2CCN(S(=O)(=O)c3ccccc3)CC2)cc1NCc1ccco1
2	0	-3	i	u	-1	6	2	41	8	O=S(=O)(Nc1cccc2ccccc12)c1cccc2nonc12
-1	-1	0	i	-10	-6	9	-1	-2	-6	Cc1[nH]nc(N)c1-c1ccc(Cl)cc1
-1	3	0	i	-2	-1	-15	-9	3	4	Cc1ccc2c(c1)N(CC(=O)NC1CCCC1)C(=O)c1cccnc1O2
2	1	1	i	35	1	21	2	14	4	N#C/C(=C\c1ccc(Cl)c([N+](=O)[O-])c1)c1ccccn1
0	-4	-3	i	0	27*	1	2	-1	0	COCC(=O)Nc1ccc(N2CCN(c3ccccc3)CC2)c(F)c1
4	-1	-2	i	0	2	31	5	-3	-1	CCN(c1ccccc1)S(=O)(=O)c1ccc2ccccc2c1
-2	x	3	i	2	1	21	-1	-4	0	Cc1ccc(C)c(NC(=O)NCc2ccccn2)c1
-6	4	-4	i	21	3	29	-2	-6	0	CCOc1cc(N2CCOCC2)c(OCC)cc1NC(=O)COC(=O)c1cccc2ccccc12
8	5	-4	i	-5	-2	17	1	1	2	COc1ccc(/C=C(/NC(=O)c2ccccc2OC)C(=O)Nc2ccc(C(=O)O)cc2)cc1
-4	-4	-1	i	7	x	14	1	5	2	CCOC(=O)c1oc2ccc(Br)cc2c1COC(=O)C1=COCCO1
-3	-1	2	i	9	-3	5	-1	28	-3	CCCCCCNc1c(C(=O)OCC)c(=O)[nH]c2ccccc12
0	9	0	i	-39	3	7	4	-24	2	Cc1ccc(C)c(NC(=O)C2CC(=O)N(C(C)C)C2)c1 (centres undefined)
11	-2	-1	i	12	1	15	1	8	-1	CN1CCN(C(=O)CN(C2CCCCC2)S(=O)(=O)c2ccc(Br)cc2)CC1
-2	-5	-1	i	4	-4	-2	20	0	2	CCC(=O)Nc1sc(Cc2ccc3c(c2)OCO3)c(C)c1C(N)=O
-5	7	-5	i	-2	-2	7	1	-5	4	Nc1nnc(SCC(=O)NC2CCCCC2)s1
-2	-7	-2	x	-3	-2	21	3	-1	-3	O=C(NCCN1CCN(c2ccccc2F)CC1)C1CCCN(S(=O)(=O)c2cnc[nH]2)C1 (centres undefined)
-13	-5	-2	i	54*	0	20	-7	44	-1	Cc1nc(NC(C)C)c2cnn(CCc3ccccc3)c2n1
1	3	-1	i	18	2	-1	1	-1	0	O=C(COC(=O)c1cc([N+](=O)[O-])ccc1NCCO)NCc1cccs1
-5	2	1	i	-18	x	24	5	-1	-22	CNC(=O)NC(=O)COC(=O)c1cccc(S(=O)(=O)N2CC3(C)CC2CC(C)(C)C3)c1 (centres undefined)
5	-8	-2	i	5	3	9	-3	-1	3	Cc1cc(/C=N/NC(=O)Cn2c3ccccc3c(=O)c3ccccc32)c(C)n1-c1ccccc1
-2	-1	-4	i	2	4	-15	1	4	2	Cc1nn(-c2ccccc2)c(Cl)c1C(=O)Nc1ccc(N2CCOCC2)cc1
-3	-3	-1	i	5	0	31	4	1	1	Cc1cc(/C=C(\C#N)C(=O)OCC#N)c(C)n1CC(C)C
0	-1	-2	i	-3	0	20	5	-8	0	CC(=O)Nc1ccc(S(=O)(=O)Nc2cccc(NC(=O)C(C)(C)C)c2)cc1
5	4	-1	i	-1	x	15	4	2	2	COC(=O)C1=C[C@@H](C(=O)OC)[C@@H]2C3=C(C(=O)[C@]2(CC(C)C)NC(=O)c2ccccc2)[C@H](C)n2c(=O)n(-c4ccccc4)c(=O)n2[C@@H]3C1
11	4	0	i	30	1	36	-5	-1	-3	Cc1nc(Cl)c(C(=O)NCc2ccccc2)c(C)c1[N+](=O)[O-]
-5	-2	-2	i	-1	1	27	2	2	0	O=C(Nc1ccc(Oc2ccsc2C(=O)O)cc1)c1ccccc1F
0	5	-2	i	4	13	40	-6	3	0	O=C(Cn1ccc([N+](=O)[O-])n1)N1CCCc2ccccc21
-4	-11	0	i	20	3	32	4	7	-3	CCOC(=O)c1cc(NC(=O)CCC(=O)O)ccc1N1CCCCC1
2	5	-1	i	-4	-4	22	14	8	6	O=C(CSc1nc2ccccc2[nH]1)N/N=C/C=C/c1ccccc1[N+](=O)[O-]
9	-5	x	i	2	0	21	x	-4	-4	O=C(CCCCn1c(=S)[nH]c2ccsc2c1=O)NCc1ccc2c(c1)OCO2
10	-11	x	i	8	2	25	x	0	0	COc1ccc(/C(O)=C2/C(=O)C(=O)N(c3ccccn3)C2c2ccc(OC)cc2)cc1 (centres undefined)
5	4	2	i	0	-1	-7	2	-7	2	COc1ccc(NC(=O)CN2CCC(NC(=O)c3ccco3)CC2)c([N+](=O)[O-])c1
-2	-9	-2	i	-9	-7	26	3	5	2	Cc1cc(C)c(C)c(S(=O)(=O)N2CCC(C(=O)Nc3ccccc3N3CCOCC3)CC2)c1C
-8	x	17	i	-14	3	13	2	-6	-1	NC(=O)c1sc(=S)n2c1[nH]c(=O)c1sccc12
2	0	-3	i	12	-2	4	-10	6	1	CN(C)C(CNC(=O)C1CCN(S(=O)(=O)c2ccc(Cl)cc2)CC1)c1ccccc1 (centres undefined)

Screening data (PubChem)
